mcGAS lum = inhibitors of mouse cGAS | recombinant cGAS, Kinase-Glo ATP depletion luminescence | inhibition, % at 12.5 µM | actives 0.15% (n = 160,000);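 further: 0% = negative control wells and 100% = reference inhibitor with no enzyme activity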
hcGAS lum = human cGAS inhibition; Q8N884; recombinant h-cGAS, ATP depletion, Kinase-Glo luminescence; inhibition, % at 12.5 µM; actives 0.081% (n = 290,000); AID 1259398;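 further: 0% = vehicle reaction and 100% = reaction without DNA for no activity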
Target sequence (Q8N884 whole entry, looked up): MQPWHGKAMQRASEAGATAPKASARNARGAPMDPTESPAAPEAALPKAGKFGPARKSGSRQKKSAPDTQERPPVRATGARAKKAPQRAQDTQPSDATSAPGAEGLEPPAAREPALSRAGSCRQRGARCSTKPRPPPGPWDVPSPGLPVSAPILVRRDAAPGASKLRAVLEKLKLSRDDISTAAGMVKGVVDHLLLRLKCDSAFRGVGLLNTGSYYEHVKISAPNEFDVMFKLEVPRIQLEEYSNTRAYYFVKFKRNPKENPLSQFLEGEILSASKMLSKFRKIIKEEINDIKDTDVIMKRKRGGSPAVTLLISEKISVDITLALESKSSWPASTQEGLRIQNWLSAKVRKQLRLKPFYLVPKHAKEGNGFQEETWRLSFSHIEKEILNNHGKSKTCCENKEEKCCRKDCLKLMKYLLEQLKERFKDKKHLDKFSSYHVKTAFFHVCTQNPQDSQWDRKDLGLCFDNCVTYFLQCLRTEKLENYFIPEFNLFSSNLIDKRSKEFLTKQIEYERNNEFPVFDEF
NPYLR7 agonist = activates Aedes aegypti NPYLR7 receptor; HEK293T NPYLR7/Galpha15, GCaMP6s calcium fluorescence; activation, % at 10 µM; actives 0.15% (n = 270,000); AID 1259423; in the data active means activation above about 40%;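 further: 0% = vehicle and 100% = reference agonist at the receptor; some compounds past the cut are filed as inactive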
* = called active by the depositor; x = no result given; & = joins results of further samples. Unless noted, no stated cut-off is given here; in the data, active means inhibition above about 40%; inactive means the rest. Compounds were not picked by outcome. About 0.27% of those tested had a hit in this group.

SMILES	mcGAS lum	hcGAS lum	NPYLR7 agonist
CN(C)c1nc(-c2ccccc2)nc2c1CN(C(=O)Nc1ccc(Cl)cc1Cl)CC2	-5	-1	-2
CCOC(=O)c1nn(-c2ccc(C)cc2)c(=O)c2c(NC(=O)CCCCl)scc12	-5	-2	5
Clc1ccc(C2=CSC3=NCCN23)cc1Cl	-2	-1	16
Cc1ccsc1CNc1cccc(C(=O)N2CCC[C@H]2C(N)=O)c1	x	-2	5
CC(C)(CCl)C(=O)N1CCC(C(=O)NCCNC(=O)c2ccccc2)CC1	-11	-12	22
CC(c1ccc2ccccc2c1)N(Cc1ncc(Cl)n1C)C1CC1 (configuration not stated)	x	2	-2
Oc1c(C(Nc2ncccn2)c2ccc(F)cc2)ccc2cccnc12 (configuration not stated)	x	-8	2
CN(C)c1ccc(C(=O)N2CCN(C3c4ccccc4CCc4ccccc43)CC2)cc1	-4	-3	11
O=C(c1ccno1)N(CCCN1CCOCC1)c1nc2ccc(F)cc2s1	x	-2	0
Cc1cc(NC(=O)c2cc(Cl)sc2Cl)n(-c2nc3ccccc3s2)n1	-13	-5	-12
COC(=O)c1cnn(-c2cc(Cl)nc(SC)n2)c1N	x	-3	4
CCCn1nc(C(=O)NNC(=O)c2ccc(Br)s2)ccc1=O	0	3	0
CCn1c(CN2CCC(CCC(=O)NCC3CCCO3)CC2)nc2ccccc21 (configuration not stated)	x	-6	5
COc1ccc(-n2c(=O)[nH]c3c(C(N)=O)nc(C(C)C)nc32)c(OC)c1	-5	-7	-3
Cc1cc(N2CCCC3(CCC(=O)N(CC4CC4)C3)C2)cc(C)n1 (configuration not stated)	-4	-6	x
O=c1[nH]c(O)c(C=Nc2ccc([N+](=O)[O-])cc2)c(=O)[nH]1	-9	-6	4
O=C1CSC2=NCN(c3ccc(I)cc3)CN12	-5	-2	1
Cn1c(=O)c2c(ncn2C)n(C)c1=O	-4	-5&-1	-6&4
C=CCN1CCC(Nc2nc(C)ns2)CC1	-9	-7	1
O=C(C1CCCC1)N1CCCC(OCCOc2ccccc2)C1 (configuration not stated)	-6	-8	16
O=C(COC(=O)CNC(=O)C1CCCCC1)NC1CCCC1	x	-6	2
O=[N+]([O-])c1ccc2[nH]c(O)c(N=Nc3ccc(F)cc3)c2c1	x	-7	0
COc1ccc(-c2cc(CNC(=O)COc3ccccc3OC)no2)cc1	-6	-8	3
Cc1ccc(Cl)cc1N1CCN(C(=O)CCn2cnc3c([nH]c4ccc(F)cc43)c2=O)CC1	-9	-4	x
O=C(O)CCc1nc(-c2ccccc2)c(-c2ccccc2)o1	-2	-2&-4&0&-2	4&-10&18&3
CCc1cn[nH]c1C1CCCN(C(=O)c2cc3sccc3[nH]2)C1 (configuration not stated)	x	-10	0
COC(=O)c1ccc(CCNC(=O)c2cccc(CS(C)(=O)=O)c2)cc1	x	1	-2
CCC(c1nnc(SC(C)C(N)=O)n1Cc1ccccc1)N(C)C (configuration not stated)	x	-4	8
COC(C)c1ccc(-c2ccc(CN3CCNCC3)cc2)cc1 (configuration not stated)	-11	-6	14
COCCOc1nc(-c2ccc(F)cc2)n(-c2cccc(NC(=O)c3ccc(OC)cc3)c2)n1	-6	-4	x
CCOC(=O)c1sc2ccsc2c1CN	-8	-2	6
Cc1ccnc(N2CCC(N3CCCC(C(=O)NCc4ccccn4)C3)CC2)n1 (configuration not stated)	-10	-2	2
COc1ccc(C(CC(=O)NC(C)C)c2c[nH]c3ccccc23)cc1OC (configuration not stated)	-8	-4	2
COCCCN(CC(=O)N1CCc2sccc2C1c1ccc(Cl)cc1Cl)C(=O)c1cccc(F)c1 (configuration not stated)	-5	-1	-4
Cc1c(C(=O)N2CCOCC2)nnn1-c1ccc2noc(-c3ccccc3)c2c1	-11	-14	4
CC(C(=O)Nc1ccc(C#N)cc1)N1C(=O)N(C)C(C)(C)C1=O (configuration not stated)	x	-7	5
O=[N+]([O-])C1C(c2ccccc2)=NOC1c1ccccc1O (configuration not stated)	x	-6	20
CC(C)CN(CC(=O)N(CCc1c[nH]c2ccccc12)Cc1ccc(N(C)C)cc1)C(=O)C(Cl)Cl	-4	-7	x
O=C1c2cccc3c([N+](=O)[O-])ccc(c23)C(=O)N1c1ccccc1	-6	-5	-1
O=C(c1ccc2c(c1)CCO2)N1CCN(Cc2ccc(-c3noc(-c4ccccc4)n3)cc2)CC1	-3	0	8
COc1ccc2ccccc2c1CNC(=O)NC1COc2ccccc21 (configuration not stated)	-17	-8	-8
Cc1cccn2c(CNC(=O)CCn3cncn3)cnc12	x	-2	2
O=C1CN(C(=O)c2ccc(F)cc2)CC(O)CN1Cc1ccc(Cl)cc1 (configuration not stated)	-5	0	26
CC(C)NC(=O)C(C#N)=Cc1ccc(Cl)cc1Cl	10	-1	0
CCCCCN(CC(=O)N1CCc2sccc2C1c1ccc(Cl)cc1Cl)C(=O)/C=C/c1ccc([N+](=O)[O-])cc1 (configuration not stated)	-3	-2	6
Cc1cnn(CCC(=O)N(C)c2ccc(Cl)cn2)c1	-15	-11	-2
CN(C)S(=O)(=O)N1C[C@@H]2CC[C@H](C1)N(C(=O)CCc1cnn(C)c1)C2	-7	-17	x
O=C(Nn1ccc2c(nnc3c(-c4ccccc4)cnn32)c1=O)c1ccccc1	x	-1	-2
Cn1cc(SCC(=O)N2CCCC3(CC2)CNC(=O)O3)c2ccccc21 (configuration not stated)	-18	-8	18
Fc1ccccc1Oc1cc(N2CCOCC2)ncn1	x	0	-1
O=C(O)c1cc2cc(Br)cc(Br)c2oc1=O	13	-1	-1
Cc1ccc(O)c(S(=O)(=O)Nc2ccc(N3CC(C)OC(C)C3)cc2)c1 (configuration not stated)	x	-9	8
COc1cc(C)ccc1S(=O)(=O)NC(=O)C1(C)CCN1C(=O)CC1CCCC1 (configuration not stated)	x	-3	9
O=C(CCCc1nnc(-c2ccccc2)o1)N1CCN(CCO)CC1	-14	-7	3
c1cc2c(cc1-c1[nH]ncc1CNCCCOC1CCCCC1)OCO2	x	-8	4
COc1ccc(OC)c(NC(=O)Cn2c(-c3nnc(C(C)C)o3)cc3ccccc32)c1	-9	-10	-6
COc1cc(C(=O)NCc2nc(C)cs2)cc(Cl)c1OCC(N)=O	x	2	6
CN1CC(=O)NC(=O)C1	x	-4	13
OCCC1CN(Cc2cccc3nccnc23)CCN1Cc1ccc(F)c(F)c1 (configuration not stated)	x	-4	-2
COc1ccc(-n2cc(-c3ccc([N+](=O)[O-])cc3)[n+]3c2SCCC3)cc1	x	-3	1

19 structures already listed, arranged by molecular weight, smallest number first.
SMILES	mcGAS lum	hcGAS lum	NPYLR7 agonist
Cc1cnn(CCC(=O)N(C)c2ccc(Cl)cn2)c1	-15	-11	-2
CC(C)NC(=O)C(C#N)=Cc1ccc(Cl)cc1Cl	10	-1	0
Cc1cccn2c(CNC(=O)CCn3cncn3)cnc12	x	-2	2
O=C1c2cccc3c([N+](=O)[O-])ccc(c23)C(=O)N1c1ccccc1	-6	-5	-1
O=C(CCCc1nnc(-c2ccccc2)o1)N1CCN(CCO)CC1	-14	-7	3
O=C(O)c1cc2cc(Br)cc(Br)c2oc1=O	13	-1	-1
c1cc2c(cc1-c1[nH]ncc1CNCCCOC1CCCCC1)OCO2	x	-8	4
COc1ccc(-n2cc(-c3ccc([N+](=O)[O-])cc3)[n+]3c2SCCC3)cc1	x	-3	1
CN(C)S(=O)(=O)N1C[C@@H]2CC[C@H](C1)N(C(=O)CCc1cnn(C)c1)C2	-7	-17	x
COc1cc(C(=O)NCc2nc(C)cs2)cc(Cl)c1OCC(N)=O	x	2	6
Cn1cc(SCC(=O)N2CCCC3(CC2)CNC(=O)O3)c2ccccc21 (configuration not stated)	-18	-8	18
Cc1ccc(O)c(S(=O)(=O)Nc2ccc(N3CC(C)OC(C)C3)cc2)c1 (configuration not stated)	x	-9	8
O=C1CN(C(=O)c2ccc(F)cc2)CC(O)CN1Cc1ccc(Cl)cc1 (configuration not stated)	-5	0	26
O=C(Nn1ccc2c(nnc3c(-c4ccccc4)cnn32)c1=O)c1ccccc1	x	-1	-2
OCCC1CN(Cc2cccc3nccnc23)CCN1Cc1ccc(F)c(F)c1 (configuration not stated)	x	-4	-2
COc1cc(C)ccc1S(=O)(=O)NC(=O)C1(C)CCN1C(=O)CC1CCCC1 (configuration not stated)	x	-3	9
COc1ccc(OC)c(NC(=O)Cn2c(-c3nnc(C(C)C)o3)cc3ccccc32)c1	-9	-10	-6
O=C(c1ccc2c(c1)CCO2)N1CCN(Cc2ccc(-c3noc(-c4ccccc4)n3)cc2)CC1	-3	0	8
CCCCCN(CC(=O)N1CCc2sccc2C1c1ccc(Cl)cc1Cl)C(=O)/C=C/c1ccc([N+](=O)[O-])cc1 (configuration not stated)	-3	-2	6

More entries:
SMILES	mcGAS lum	hcGAS lum	NPYLR7 agonist
CCS(=O)(=O)N1CCC(NC(=O)C=C(C)C)CC1	x	-7	8
CCO[C@H]1COC[C@@H]1NC(=O)c1cc(-c2ccc(O)cc2)n[nH]1	-14	-2	-7
CCn1nc(C(=O)NCC2CC2)cc1-c1ccc(C(C)(C)C)cc1	-5	-4	x
CCN(Cc1cnn(C)c1)Cc1nc(C(c2ccccc2)c2ccccc2)no1	-4	-2	-4
Cc1ocnc1C(=O)N1CCCC(C(=O)Nc2cccc(-c3ccc(F)cc3)c2)C1 (configuration not stated)	x	-1	-7
O=c1cc(-c2ccncc2)nc(-c2ccc(CN3CCCNCC3)cc2)[nH]1	4	3	1
COc1ccccc1CCc1nnc(CCC(=O)NC(C)CCn2cccn2)o1 (configuration not stated)	x	-3	7
CC(Oc1ccccc1C#N)C(=O)N1CCN(C(=O)c2cc(Cl)cc(Cl)c2)CC1 (configuration not stated)	x	-6	9
Cc1nc(-c2ccco2)ccc1C(=O)NCC(=O)NC(C)(C)C	x	-5	27
O=C(CCc1ncc(-c2ccccc2)o1)N1CCCC1c1cccs1 (configuration not stated)	x	3	-2
COc1nc(-c2cccc(C(F)(F)F)c2)n(-c2ccc(NC(=O)C(c3ccccc3)c3ccccc3)cc2)n1	-8	-2	23
O=C(c1cc(=O)c2ccccc2o1)N1CCN(c2ncnc3c2nnn3-c2ccc(F)cc2)CC1	-8	-10	-12
CCOC(=O)C1=C(CC)NC2=C(C(=O)CCC2)C1c1ccc(O)c(OC)c1 (configuration not stated)	-6	-5	-4
CC(C)c1nccc(C(=O)N2[C@@H]3CC[C@H]2CNC(=O)C3)n1	-17	-6	-1
COCCCNC(=O)CN1CN(c2ccccc2)C2(CCN(S(=O)(=O)c3ccc(C)cc3)CC2)C1=O	-7	-4	3
COCC(=O)N1CCCN(CCn2c(=O)oc3ccccc32)CC1	x	-5	26
O=c1c2nnn(-c3ccc(Cl)cc3)c2ncn1Cc1ccc(Cl)cc1Cl	-7	-6	0
C=CCN=c1scc(-c2ccc(Cl)cc2)n1N=Cc1cccnc1	x	-5	-2
CC(CNc1ccccn1)CC1(C)OCCO1 (configuration not stated)	x	-7	23
CCCCNC(=O)N(CCOC)Cc1ccc(OS(C)(=O)=O)cc1	-4	-5	-7
Cc1cccc(COCC2CN(C(=O)c3cnc4ccccc4c3)CCO2)c1 (configuration not stated)	x	-4	23
COc1ccccc1OCc1cc(C(=O)N(CCO)Cc2ccccc2)no1	x	-8	-2
O=P1(NN=Cc2c(O)ccc3ccccc23)C=C(c2ccccc2)OC(c2ccccc2)=C1	x	-3	4
COc1cc(OC)cc(C(=O)NCC2CCCN(C(=O)C3=CCCC3)C2)c1 (configuration not stated)	-5	-10&-5	10&1
CCCc1cc(=O)n2c(nc3ccccc32)[nH]1	x	-6	-3
CCOCCCNC(=O)c1cc(NC(=O)/C=C/c2ccccc2)ccc1N1CCN(c2ccccc2OC)CC1	-6	-3	16
CSc1ccc(CN(C(=O)c2cccc(-c3noc(C)n3)c2)C2CC2)cc1	-9	-5	-4
CCc1cccc(NC(=O)Cn2nc(-c3ccccc3)oc2=O)c1	x	-16	8
Cc1nc(C#N)c(NCc2ccccc2Cl)o1	x	-7	-13
CC1=CC(C)(C)[N+](C)=CN1c1ccccc1	x	3	-7
Cc1c(C(=O)NCCCO)c(C(F)(F)F)nn1C1CCCN(C(C)C)C1 (configuration not stated)	x	-10	8
CCN(C(=O)COC(=O)c1ccc(C(C)C)cc1)c1ccccc1	x	-8	10
C=CCn1c(SCc2cc(C)ccc2C)nnc1-c1ccc(OC)cc1	-5	-7	15
O=C(NC1CC2CCC(C1)N2CC1CCCO1)c1c(Cl)cc(Cl)cc1Cl (configuration not stated)	-7	-8	1
Cc1cnc(C(=O)N2CCN(c3ccccc3Cl)CC2)cn1	x	-8	6
C=C(C)Cn1c(=O)c2c(nc3n2CCN3c2cccc(OC)c2)n(C)c1=O	x	-9	2
CN1CCN(C2CCN(Cc3ccc(SC4CCCCC4)o3)C2)CC1 (configuration not stated)	-6	-10	x
O=C1c2ccccc2C2=Nc3ccccc3S(=O)(=O)C(c3ccc(Cl)cc3)C12 (configuration not stated)	x	-6	9
COCCn1cc(C(=O)N2CCN(CC(=O)N3CCCC3)CC2)c2nn(-c3ccccc3)c(=O)c-2c1	-3	-4	-4
Cc1cccc(-c2nc3scc(CCNS(=O)(=O)c4ccc(F)c(C)c4)n3n2)c1	-7	-1	3
O=C(Nc1ccc(-c2nc3ccccc3o2)c(O)c1)c1cccc([N+](=O)[O-])c1	-6	-8	-7
O=C(CN1CCN(c2cccc(Cl)c2)CC1)N1CCNC1=O	x	-9	-5

High-throughput results from PubChem BioAssay.
